# Compound activity as filed in PubChem.
# GPR35 arrestin U2OS – GPR35 antagonists blocking zaprinast-driven arrestin recruitment, primary screen, imaging, U2OS, beta-arrestin-GFP, zaprinast agonist (AID 2058). U2OS GPR35 beta-arrestin-GFP translocation imaging, zaprinast antagonism; higher % means a stronger effect. inhibition, % at 10 µM, or IC50 in µM where a hit was titrated. 290,000 tested, 0.052% active;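 active = inhibition of at least 50% with at least 30 cells and total cytoplasm GFP at most 10,000,000; inconclusive = under 30 cells or total GFP of 10,000,000 plus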
# Rac1 GTP hydrolysis – MgcRacGAP GTPase-activating activity inhibitors, confirmation, biochemical, ADP Hunter fluorescence; MgcRacGAP-stimulated Rac1 GTP hydrolysis, ADP Hunter fluorescence; higher % means a stronger effect; GST-tagged Rac1 F28L mutant substrate; inhibition, % at 30 µM; hits with a dose series show IC50 in µM; 340,000 tested, 0.6% active;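 active = first-screen hits whose inhibition reached a set limit at any dose in the follow-up dose series; inconclusive = inhibition above the set first-screen limit but never retested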;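 note: fluorescence reports GDP produced by GAP-driven GTP hydrolysis; strong numbers were not always called active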
# LYP inhibition – PTPN22 lymphoid phosphatase activity blockers – biochemical, fluorescence intensity, uHTS (AID 1779); inhibition, % at 11.5 µM; hits with a dose series show IC50 in µM; recombinant LYP phosphatase, fluorescence intensity; higher % means a stronger effect; 290,000 tested, 0.054% active; in the data active = inhibition above about 50%;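 note: plate controls were vehicle with enzyme for no effect and no enzyme for full effect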
# HIV peptide binding – inhibitors of HIV fusion peptide binding, primary screen, biochemical, uHTS, fluorescence dequenching (AID 1986) | inhibition, % at 20 µM, or IC50 in µM where a hit was titrated | cell-free peptide binding, fluorescence dequenching, 30 min; higher % means a stronger effect | 290,000 tested, 0.3% active; in the data active = inhibition mostly above about 52%, no sharp cut-off; inactive = mostly below about 76%; note: some results filed as inactive read as strong as hits
# Myeloid diff MLP – myeloid differentiation induction. ER-HoxA9 myeloid progenitors, lysozyme-GFP differentiation, flow cytometry. calls only at 10 µM. 360,000 tested, 1% active. AID 624256;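 active = normalized GFP-positive differentiation at or above the plate's own cutoff, the solvent-only control mean plus 3 SD; inconclusive = no clear call, values can overlap the other calls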;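 note: cells exposed to compound for four days before flow analysis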
# Salmonella PhoP GFP – inhibitors of PhoP regulon expression, primary screen, Salmonella Typhimurium, GFP reporter (AID 1863); S. Typhimurium PhoP-regulated promoter GFP reporter, 4 h; higher % means a stronger effect; inhibition, % at 50 µM; hits with a dose series show IC50 in µM; 300,000 tested, 0.16% active;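 active = inhibition over 29.93%, a cutoff 3 SD above the screen mean, later confirmed by dose response; inconclusive = inhibition over 29.93% but no dose response follow-up; inactive = inhibition at most 29.93% or unconfirmed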;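 note: 0% = low Mg2+ inducing control and 100% = high Mg2+ repressing control; strong numbers were not always called active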
# NTR1 agonist – agonists of NTR1, primary screen, imaging, U2OS cells, beta-arrestin-GFP, high content (AID 493036); NTR1-U2OS beta-arrestin-GFP spot imaging, agonist mode; activation, % at 20 µM; 330,000 tested, 0.17% active;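 active = activation at or above 40% of the spot to cytoplasm intensity ratio, with at least 20 cells analyzed; inconclusive = wells under 20 cells, flagged as cytotoxic or low count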;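 note: 0% = DMSO without peptide and 100% = 100 nM NTR1 peptide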
# Target sequence (P30989 whole entry, looked up): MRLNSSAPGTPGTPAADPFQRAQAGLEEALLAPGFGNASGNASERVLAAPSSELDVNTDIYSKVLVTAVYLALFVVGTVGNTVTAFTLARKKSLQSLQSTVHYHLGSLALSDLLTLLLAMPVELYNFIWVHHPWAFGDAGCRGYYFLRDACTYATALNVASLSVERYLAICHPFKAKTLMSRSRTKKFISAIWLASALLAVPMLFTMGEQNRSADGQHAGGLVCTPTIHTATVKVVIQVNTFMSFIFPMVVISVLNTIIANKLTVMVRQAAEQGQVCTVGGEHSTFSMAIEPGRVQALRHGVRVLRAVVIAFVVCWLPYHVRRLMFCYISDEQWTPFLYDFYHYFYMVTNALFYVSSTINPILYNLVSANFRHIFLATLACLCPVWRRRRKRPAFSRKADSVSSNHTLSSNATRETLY
# GPR55 LPI antagonism – GPR55 antagonists blocking LPI-driven arrestin recruitment, primary screen, imaging, U2OS, beta-arrestin-GFP, LPI agonist (AID 2013) | 290,000 tested, 0.13% active | U2OS GPR55 beta-arrestin-GFP translocation imaging, LPI antagonism; higher % means a stronger effect | one-dose inhibition, % at 10 µM; IC50 in µM for titrated hits;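 active = spots per cell inhibited over 60%, with over 100 cells counted and total cytoplasm intensity under 500,000; inconclusive = wells with under 100 cells, flagged as likely toxic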;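 note: U2OS cells stably carrying GPR55 and arrestin-GFP stimulated by 5 µM LPI near EC80; imaged beta-arrestin-GFP aggregate spots per cell after agonist stimulation; plate controls were LPI-stimulated DMSO wells for no effect and DMSO wells without LPI for full effect; some results filed as inactive read as strong as hits; confirmed hits need IC50 under 10 µM and bright autofluorescent wells are also inconclusive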
# SIAH1 antagonists – blockers of Siah-1 interaction with plectin peptide – biochemical, fluorescence polarization, rhodamine-plectin, uHTS, primary screen (AID 1817); Siah-1 / rhodamine-plectin peptide fluorescence polarization; higher % means a stronger effect; displacement, % at 20 µM; hits with a dose series show IC50 in µM; 290,000 tested, 0.02% active;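 active = displacement of at least 50% at 20 µM, with a fluorescence ratio check between 0.3 and a set limit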;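 note: plate controls were Siah plus tracer with DMSO for no effect and tracer alone without Siah for full effect; strong numbers were not always called active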
# NTR1 agonist cell count 20 µM – also measured in NTR1 agonist; calls as there; cell count; measured here: cell count, cytotoxicity flag
# Myeloid diff MLP GFP+ MAC1+ % – also measured in Myeloid diff MLP; calls as there; GFP+ MAC1+ double positive, %; measured here: differentiation confirmed by MAC1 staining
# The depositor's hits bear a star; i = inactive; ? = inconclusive; nt = not tested or not shown. Compounds were not picked by outcome (roughly 2.4% active in at least one column).
SMILES,GPR35 arrestin U2OS,Rac1 GTP hydrolysis,LYP inhibition,HIV peptide binding,Myeloid diff MLP,Myeloid diff MLP GFP+ MAC1+ %,Salmonella PhoP GFP,NTR1 agonist,NTR1 agonist cell count 20 µM,GPR55 LPI antagonism,SIAH1 antagonists
N#Cc1c(C(F)(F)F)cc(-c2ccc(Cl)c(Cl)c2)nc1SCCN1CCOCC1,-3%,2%,7%,1.3%,i,4.9,-38%,14,86,-8%,-3%
COc1cccc(C(=O)NCCS(=O)(=O)N2CCc3ccccc3C2)c1,nt,0%,nt,nt,i,0.3,12%,-0.2,66,nt,nt
Cc1ccc(N(CC(=O)NC(C)C)C(=O)CCC(=O)Nc2ccccn2)cc1,14%,3%,-5%,-1.3%,i,0.5,6%,1.4,45,14%,-2%
Cc1ccc(-c2ccc(=O)n(Cc3cc(C)ccc3C)n2)cc1,9%,5%,0%,-1.3%,i,0.4,12%,26,84,6%,0%
Cc1ccc(SCC(=O)N2CCCC2)cc1,-4%,3%,-8%,0.6%,i,1.0,-16%,1.0,89,-3%,-1%
O=C(NCCc1ccccc1)C1CCC(=O)N(Cc2ccc(Cl)cc2)C1 (centres undefined),-11%,6%,-10%,-1.1%,i,0.6,-7%,0.5,46,15%,-4%
O=C(c1ccoc1)N1CCCC(Nc2ccc(F)c(F)c2)C1 (centres undefined),10%,7%,-11%,2.2%,i,2.0,-4%,-0.3,57,0%,11%
Cc1ccc2nc3c(cc(C(=O)NCc4ccco4)c(=N)n3C3CCCC3)c(=O)n2c1,8%,9%,-17%,55%,i,0.9,2%,4.5,56,4µM*,4%
C=CCN(C(=O)CCC(=O)Nc1cc(C)on1)C(C(=O)NC(C)(C)CC)c1cccc(OC)c1OC (centres undefined),-15%,6%,0%,1.1%,i,2.8,-4%,1.7,47,-1%,2%
CCN(CC)c1ccc2cc(C(=O)Nc3ccccn3)c(=O)oc2c1,2%,-1%,5%,129%,i,0.6,-24%,-2.6,63,-8%,5%
CC(OC(=O)c1cccs1)C(=O)Nc1nc(-c2ccccc2)cs1 (centres undefined),-20%,11%,-2%,2.6%,i,0.1,15%,2.5,68,5%,6%
Cc1ccc(-n2nc3c(c2NC(=O)C2CC2)CS(=O)(=O)C3)cc1,14%,8%,-16%,-2.1%,i,1.1,0%,0.0,50,2%,0%
O=C(O)CSc1nc2ccc(C(=O)c3ccccc3)cc2[nH]1,-4%,12%,8%,3.8%,i,0.4,-5%,-0.2,60,19%,1%
CC1Cc2ccccc2N1C(=O)CSc1nnc2n1C(C)(C)Cc1ccccc1-2 (centres undefined),2%,2%,-4%,-3.1%,i,1.1,27%,-0.5,74,13%,-5%
O=C(OC1CCOC1=O)c1ccc(N2CCCC2)c([N+](=O)[O-])c1 (centres undefined),1%,6%,4%,-2.6%,i,0.5,-2%,0.8,49,10%,3%
O=C(Cc1ccccc1)n1nc(-c2ccco2)nc1SCc1ccccc1,-7%,-3%,-3%,0.6%,i,2.3,-11%,0.1,78,3%,-2%
Cc1ccccc1-n1c(SCC(=O)NC(N)=O)nc2sc(-c3ccccc3)cc2c1=O,-9%,2%,1%,-3.0%,i,0.6,1%,2.6,43,6%,30%
O=C(CN1CCCC1)Nc1ccc(NC(=O)Nc2ccccc2Cl)cc1,-2%,16%,-1%,3.0%,i,0.3,8%,3.5,31,4%,-5%
CN(Cc1ccc(C(C)(C)C)cc1)C(=O)c1ccc2c(=O)n3c(nc2c1)CCC3,nt,-1%,nt,nt,i,0.7,-10%,2.6,54,nt,nt
COc1cc(C2C3=C(CC(C)(C)CC3=O)OC3=C2C(=O)CC(C)(C)C3)cc([N+](=O)[O-])c1O,10%,4%,4%,-3.4%,i,0.4,-4%,-0.5,32,0%,-3%

# One compound at a time (already shown). Order of values: GPR35 arrestin U2OS	Rac1 GTP hydrolysis	LYP inhibition	HIV peptide binding	Myeloid diff MLP	Myeloid diff MLP GFP+ MAC1+ %	Salmonella PhoP GFP	NTR1 agonist	NTR1 agonist cell count 20 µM	GPR55 LPI antagonism	SIAH1 antagonists
# CN(Cc1ccc(C(C)(C)C)cc1)C(=O)c1ccc2c(=O)n3c(nc2c1)CCC3 across the screens: nt	-1%	nt	nt	i	0.7	-10%	2.6	54	nt	nt
# CCN(CC)c1ccc2cc(C(=O)Nc3ccccn3)c(=O)oc2c1 across the screens: 2%	-1%	5%	129%	i	0.6	-24%	-2.6	63	-8%	5%
# Cc1ccc2nc3c(cc(C(=O)NCc4ccco4)c(=N)n3C3CCCC3)c(=O)n2c1 across the screens: 8%	9%	-17%	55%	i	0.9	2%	4.5	56	4µM*	4%

# The list continues.
SMILES,GPR35 arrestin U2OS,Rac1 GTP hydrolysis,LYP inhibition,HIV peptide binding,Myeloid diff MLP,Myeloid diff MLP GFP+ MAC1+ %,Salmonella PhoP GFP,NTR1 agonist,NTR1 agonist cell count 20 µM,GPR55 LPI antagonism,SIAH1 antagonists
COc1ccc(-c2ccc(SCC(=O)c3ccc(F)cc3)nn2)cc1OC,11%,1%,-2%,-1.6%,i,0.2,3%,2.9,60,0%,-7%
COc1cc(NC(=O)CSc2nc3c(c(=O)[nH]2)CCCC3)cc(OC)c1OC,5%,-22%,-3%,-2.1%,i,0.5,-1%,1.3,56,3%,8%
CCOc1ccc(NC(=S)N(CCN2CCOCC2)Cc2cc3cc4c(cc3[nH]c2=O)OCO4)cc1,-4%,3%,-11%,4.6%,i,0.2,-5%,-0.6,32,5%,-2%
Cc1ccc(N=C2C(=O)Nc3c(C)cccc32)cc1,5%,12%,-6%,-1.1%,i,0.4,0%,1.3,71,10%,-5%
Cc1nc2ccc(Br)cn2c1C(=O)N/N=C\c1ccc(C(C)C)cc1,10%,6%,-7%,1.8%,i,0.4,-4%,1.3,64,-14%,0%
CN(CC(=O)NCCc1ccccc1)S(=O)(=O)c1cnc[nH]1,9%,6%,-12%,2.0%,i,0.5,2%,0.4,51,-2%,3%
CN(C)Cc1c(O)ccc2c(=O)c(-c3ccccc3Cl)coc12,3%,8%,-7%,-1.1%,i,0.1,0%,-0.1,51,8%,4%
Cn1c(Cc2ccccc2)nnc1SCC(=O)N1CCN(c2ccccc2)CC1,4%,9%,-7%,-1.6%,i,1.0,-11%,-0.3,56,6%,-3%
O=C(NC(=S)NC1CC1)c1cccnc1,9%,-6%,-8%,-0.9%,i,1.0,20%,-1.7,89,14%,1%
O=c1oc2cc(Br)ccc2n1CSC1=NCCS1,12%,10%,-1%,-3.0%,i,0.8,-2%,-1.0,56,4%,-9%
O=C(NC(=S)N1CCN(c2c(Cl)cccc2[N+](=O)[O-])CC1)c1cccs1,27%,10%,7%,1.7%,i,0.7,40%,0.0,50,10%,-2%
O=C(Nc1ccc(-c2ccccc2)cc1)c1ccco1,10%,-15%,-6%,-0.7%,i,0.6,-7%,1.8,55,-9%,7%
CCOC(=O)c1c(CS(=O)(=O)c2ccccc2)n(C)c2cc(Br)c(O)cc12,-3%,2%,-6%,-0.4%,i,0.3,3%,1.3,67,-6%,2%
Cc1cccc(N(CC(=O)N2CCN(C)CC2)S(=O)(=O)c2ccccc2)c1,4%,4%,-10%,-1.3%,i,0.1,7%,0.3,41,9%,10%
CC(CC(=O)Nc1nncs1)c1ccccc1 (centres undefined),22%,4%,0%,-1.9%,i,1.2,6%,-1.5,59,4%,7%
CCCCN(C(=O)CSc1nnc(Nc2ccccc2)s1)c1c(N)n(CCC)c(=O)[nH]c1=O,-7%,6%,-3%,-1.1%,i,0.4,2%,0.5,45,4%,1%
O=C(COC(=O)c1ccc(CNS(=O)(=O)c2ccc(F)c(Cl)c2)cc1)NCC1CCCCC1,-5%,11%,2%,2.8%,i,0.6,3%,9.7,43,6%,-2%
O=C1CC(c2ccccc2Br)c2cc3c(cc2N1)CCC3 (centres undefined),-9%,nt,14%,1.0%,nt,nt,5%,17,63,9%,2%
O=C(c1cc([N+](=O)[O-])ccc1N1CCOCC1)N1CCN(S(=O)(=O)c2cc(Cl)ccc2Cl)CC1,nt,9%,nt,nt,i,0.9,-3%,5.9,51,nt,nt
CCOc1ccc(-c2ncncc2-c2ccccc2OC)c(O)c1,4%,-4%,-5%,-1.4%,i,0.5,5%,0.4,76,-1%,-3%
Cc1nn(C)c(C)c1CNC(=O)Nc1ccc(Cl)cc1,-6%,-7%,-7%,1.0%,i,0.3,-4%,0.2,59,-8%,0%
O=c1[nH]c2c(Br)cnc([N+](=O)[O-])c2[nH]1,-7%,7%,-5%,0.3%,i,0.2,2%,1.8,69,-4%,16%
CC(C)C(=O)N1CCC(n2nccc2NC(=O)CCOc2ccccc2)CC1,12%,4%,-5%,-0.2%,i,0.7,5%,1.4,59,-14%,1%
C=CCOC(=O)C1=C(C)NC(SCC(=O)Nc2ccccc2)=C(C#N)C1c1ccco1 (centres undefined),3%,6%,0%,-1.3%,i,0.6,-9%,4.5,70,-14%,0%
CCc1nn(CC(=O)N2CCN(Cc3ccc4c(c3)OCO4)CC2)c(=O)c2cc3occc3n12,-6%,5%,-3%,1.5%,i,1.4,6%,nt,nt,7%,4%
Cc1cc(N=Nc2ccc(C)c(N=Nc3cc(C)c(N)cc3N)c2)c(N)cc1N,7%,2%,-7%,-5.0%,i,0.2,?,3.5,95,12%,-5%
O=C(COc1ccc(F)cc1)NCCN1CCCC1,-4%,-4%,-12%,0.5%,i,0.4,-1%,0.8,70,-12%,0%
COc1nc(Nc2ccc([N+](=O)[O-])cc2)nc(NC2CCCCC2)n1,1%,11%,7%,2.9%,i,1.0,4%,6.4,96,4%,8%
Cc1ccsc1/C=N/n1c(-c2ccccn2)n[nH]c1=S,-3%,31%,-10%,-4.4%,i,0.4,-1%,0.5,62,10%,-10%

# 2 compounds drawn at random from those above, as already listed:
SMILES,GPR35 arrestin U2OS,Rac1 GTP hydrolysis,LYP inhibition,HIV peptide binding,Myeloid diff MLP,Myeloid diff MLP GFP+ MAC1+ %,Salmonella PhoP GFP,NTR1 agonist,NTR1 agonist cell count 20 µM,GPR55 LPI antagonism,SIAH1 antagonists
O=C(COc1ccc(F)cc1)NCCN1CCCC1,-4%,-4%,-12%,0.5%,i,0.4,-1%,0.8,70,-12%,0%
Cc1nn(C)c(C)c1CNC(=O)Nc1ccc(Cl)cc1,-6%,-7%,-7%,1.0%,i,0.3,-4%,0.2,59,-8%,0%
